Compound activity (PubChem BioAssay)
hERG protect – hERG rescue from dofetilide block, primary screen, cell-based, CHO-hERG, FluxOR thallium flux, dofetilide IC70. activation (rescue from dofetilide block), less the hit threshold, % at 10 µM. Voltage-gated inwardly rectifying potassium channel KCNH2 (Homo sapiens), Q12809. dofetilide IC70 present. 310,000 tested, 0.51% active;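 active = activation above the mean of controls blocked by dofetilide plus 5 SD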;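 note: thallium influx through hERG after potassium depolarization seen as dye fluorescence rise; in these data hits start at about 4.7%; inactives centre near -7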
MrgX1 PAM – positive allosteric modulators of MrgX1, primary screen, HEK293 cells, Fluo-4 calcium flux | Mas-related G-protein coupled receptor member X1 (Homo sapiens), Q96LB2 | FDSS; stronger effect = higher value | B-score at 10 µM | 310,000 tested, 0.63% active | AID 588675, 2011;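 active = plate-corrected calcium response at least 3 library SD above typical, normal starting fluorescence, not activating the receptor alone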;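 note: compound read alongside a low EC10 to EC30 dose of BAM8-22 agonist; peak minus trough fluorescence over baseline measured at the second addition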
KCNK3 inh – human KCNK3 channel inhibitors, primary screen, CHO cells, FluxOR thallium flux, B-score; 340,000 tested, 0.84% active; FluxOR fluorescence; stronger effect = lower value; B-score at 10 µM;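 active = B-score under library mean minus 4 SD, starting fluorescence ratio at most library mean plus 5 SD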;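 note: more negative B-score means stronger inhibition of thallium flux through KCNK3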
Target sequence (O14649 whole entry, looked up): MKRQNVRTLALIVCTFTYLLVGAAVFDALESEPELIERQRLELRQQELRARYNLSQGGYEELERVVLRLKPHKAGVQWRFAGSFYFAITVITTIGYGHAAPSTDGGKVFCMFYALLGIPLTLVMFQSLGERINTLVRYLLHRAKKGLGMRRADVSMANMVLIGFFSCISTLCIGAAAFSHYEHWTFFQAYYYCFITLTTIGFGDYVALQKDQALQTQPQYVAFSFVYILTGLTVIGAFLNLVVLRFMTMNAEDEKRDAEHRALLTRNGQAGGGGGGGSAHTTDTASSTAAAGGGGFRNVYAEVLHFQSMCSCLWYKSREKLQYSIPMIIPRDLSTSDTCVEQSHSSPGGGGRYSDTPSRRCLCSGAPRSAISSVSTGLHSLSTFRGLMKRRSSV
KCNQ1 inh – inhibitors of human KCNQ1 channel, primary screen, cell-based, thallium flux, high-throughput | Potassium voltage-gated channel subfamily KQT member 1 (Homo sapiens), P51787 | B-score at 10 µM | 310,000 tested, 1.3% active | CHO-K1 KCNQ1, FluxOR thallium flux fluorescence; stronger effect = higher value;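 active = compounds whose thallium flux B-score, printed positive for inhibition, exceeds three library SD while starting fluorescence stays within three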;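 note: channel opened by potassium depolarization with thallium stimulus after 20 min compound exposure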
Target sequence (P51787 whole entry, looked up): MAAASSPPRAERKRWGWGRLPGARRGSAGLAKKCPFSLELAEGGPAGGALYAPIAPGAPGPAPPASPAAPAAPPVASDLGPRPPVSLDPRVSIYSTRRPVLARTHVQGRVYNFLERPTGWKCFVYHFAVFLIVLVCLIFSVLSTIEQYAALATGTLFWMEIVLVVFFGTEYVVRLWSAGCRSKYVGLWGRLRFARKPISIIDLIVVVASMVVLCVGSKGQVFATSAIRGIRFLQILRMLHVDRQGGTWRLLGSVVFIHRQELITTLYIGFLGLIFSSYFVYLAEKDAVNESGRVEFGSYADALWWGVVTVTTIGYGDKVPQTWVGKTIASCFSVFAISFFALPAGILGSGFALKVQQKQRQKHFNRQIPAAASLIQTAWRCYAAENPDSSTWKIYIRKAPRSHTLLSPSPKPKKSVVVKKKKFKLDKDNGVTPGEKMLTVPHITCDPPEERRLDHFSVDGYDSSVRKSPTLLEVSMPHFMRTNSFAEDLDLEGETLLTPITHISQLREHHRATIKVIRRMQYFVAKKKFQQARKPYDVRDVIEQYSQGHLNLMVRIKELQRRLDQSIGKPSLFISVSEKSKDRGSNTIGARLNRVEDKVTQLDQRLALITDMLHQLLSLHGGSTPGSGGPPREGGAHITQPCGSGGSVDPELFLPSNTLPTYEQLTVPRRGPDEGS
KCNK9 inh – KCNK9 potassium channel inhibitors, primary screen, HEK293 cells, thallium flux. Potassium channel subfamily K member 9 (Homo sapiens), Q9NPC2. FluxOR thallium flux fluorescence; stronger effect = lower value. B-score at 10 µM. 310,000 tested, 1.2% active. AID 488922, 2010;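 active = ratio B-score over 3 SD below the library mean, with starting fluorescence within 5 SD of its mean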;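 note: negative B-score means less thallium flux so channel inhibition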
TMEM16A inh – TMEM16A chloride channel inhibitors, primary screen, cell-based, HTS. 310,000 tested, 1.2% active. normalized B-score (activity score, 25-100; higher = stronger inhibition) at 10 µM. Anoctamin-1 (Mus musculus), Q8BHY3. AID 588511, 2011. HEK293 TMEM16A/YFP iodide influx fluorescence, ionomycin;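 active = ratio plate-corrected score three or more library SD toward inhibition, starting fluorescence score within five deviations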;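 note: score derived from kinetic fluorescence span divided by baseline fluorescence per well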
RGS4 inh – RGS4 inhibitors, primary screen, cell-based, HEK293 M3R inducible RGS4, calcium flux. AID 463165, 2010. B-score at 10 µM. 310,000 tested, 0.45% active. Fluo-4 calcium flux; stronger effect = higher value; triggered by carbachol at its EC20;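 active = B-score, a plate-corrected calcium signal, over three deviations above library mean, with baseline fluorescence within five deviations of library mean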;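 note: RGS4 expression induced by doxycycline in cells with stable M3 receptor; B-score is computed from the integrated fluorescence ratio over baseline after carbachol; higher B-score means a larger calcium signal and so more RGS4 inhibition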
RGS4 act – RGS4 potentiators or activators, primary screen, cell-based, HEK293 M3R inducible RGS4, calcium flux; carbachol calcium flux Fluo4; stronger effect = lower value; B-score at 10 µM; 310,000 tested, 0.92% active;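 active = B-score of the integrated calcium signal more than 4 SD below the library mean, with starting fluorescence not abnormally high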;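 note: negative B-score means reduced calcium response which marks RGS4 activation or potentiation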
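Assay system: Inducible-RGS4 HEK293 cells carrying M3 receptor | Schedule: Compound preincubation 20 min at room temperature before agonist | Signal: Kinetic calcium fluorescence imaging with Fluo4-AM dye, 2 µM | Read-out basis: B score from integrated fluorescence ratio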
MrgX1 ag – agonists of human MrgX1 receptor, primary screen, HEK293 cells, Fluo-4 calcium flux | Fluo-4 calcium fluorescence, agonist mode; stronger effect = higher value | B-score at 10 µM | 310,000 tested, 0.44% active;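 active = calcium response B-score plate-corrected fluorescence ratio at least 3 library SD, with starting fluorescence B-score inside 5 SD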
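System – MrgX1-expressing HEK293 cells · Incubation – cells plated overnight, dye loaded 0.5 h 37 °C, 0.5 h room temperature · Technique – kinetic Fluo-4 NW fluorescence of intracellular calcium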
TMEM16A act – TMEM16A chloride channel activators or potentiators, primary screen, cell-based, HTS; Anoctamin-1 (Mus musculus), Q8BHY3; HEK293 TMEM16A/YFP-H148Q/I152L, iodide quench fluorescence; stronger effect = lower value; B-score at 10 µM; 340,000 tested, 0.3% active; AID 623877, 2012;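 active = fluorescence-ratio B-score plate-corrected deviation score at least 3 library SD below zero, with starting fluorescence score within 5 deviations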;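 note: channel opened by trigger with iodide after compound preincubation; score built on the fluorescence ratio of max minus min over baseline; more negative score means more quench and so TMEM16A activation or potentiation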
KCNQ1 pot – potentiators or activators of KCNQ1 channel, primary screen, cell-based, thallium flux, high-throughput. Potassium voltage-gated channel subfamily KQT member 1 (Homo sapiens), P51787. CHO-K1 KCNQ1, thallium flux FluxOR fluorescence; stronger effect = higher value. B-score at 10 µM. 310,000 tested, 0.35% active. AID 2648, 2010;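 active = fluorescence ratio B-score, a plate-corrected score, at least three library SD, with initial intensity B-score within 5 SD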
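assay system = CHO-K1 cells stably expressing KCNQ1 | medium = assay buffer, equal DMSO in all wells | timing = 37 °C overnight plating, 90-min dark dye load, 20-min compound pretreatment | measured by = kinetic FluxOR thallium fluorescence, 10-s 1-Hz baseline, 110-s post-stimulus read | measure = fluorescence change relative to baseline, converted to B score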
An asterisk follows results filed as active; i = inactive; . = no result given.

SMILES	hERG protect	MrgX1 PAM	KCNK3 inh	KCNQ1 inh	KCNK9 inh	TMEM16A inh	RGS4 inh	RGS4 act	MrgX1 ag	TMEM16A act	KCNQ1 pot
CC1CC(C)CN(CCCCOc2ccc([N+](=O)[O-])cc2)C1 (configuration not stated)	-14	i	i	i	i	i	i	i	i	i	i
O=C(CN(C(=O)Cn1nnc(-c2ccccc2F)n1)c1cccc2c1CCCC2)NCc1ccccc1	-16	i	i	i	i	i	i	i	i	i	i
CC(=O)Nc1ccc(NCc2ccc(C)s2)cc1	-5	i	i	i	i	i	i	i	i	i	i
COCCCNC(=O)CN(c1cc([N+](=O)[O-])ccc1OC)S(C)(=O)=O	-9	i	i	i	i	i	i	i	i	i	i
CC1(C)N([O-])C2=C(CCCC2)[N+]1=O	-8	.	i	i	i	.	i	i	.	i	i
Cc1cccc(NC(=O)c2cc3c(=O)n4ccccc4nc3n(CC(C)C)c2=N)c1	-21	i	i	i	i	i	i	i	i	i	i
CCC1NC(=O)c2ccccc2N1c1cccc(Cl)c1 (configuration not stated)	-15	i	i	i	i	i	i	i	i	i	i
O=C(NC1CC2CCCC(C1)N2Cc1ccccc1)c1cccc(Cl)c1 (configuration not stated)	-1	i	i	i	i	i	i	i	i	i	i
COc1ccc(NC(=O)CSCC(=O)Nc2ccccc2N2CCCCC2)cc1	-12	i	i	i	i	i	i	i	i	i	i
O=C(/C=C/c1ccco1)NC(=S)Nc1cc(C(F)(F)F)ccc1N1CCOCC1	-2	i	i	i	i	i	i	i	i	i	i
O=C(NCc1cccnc1)C1CCCCN1S(=O)(=O)c1ccc(F)cc1 (configuration not stated)	-7	i	i	i	i	i	i	i	i	i	i
O=C(NCCC1=CCCCC1)c1ccc(=O)oc1	-12	i	i	i	i	i	i	i	i	i	i
CCN(CC)C(=O)C1=C(C)Nc2nnnn2C1c1cccnc1 (configuration not stated)	-5	i	i	i	i	i	i	i	i	i	i
COc1ccc(N2CCN(C(c3ccc4ncccc4c3)c3nnnn3C(C)C)CC2)cc1 (configuration not stated)	-15	i	i	i	i	i	i	i	i	i	i
Cc1ccc(C(=O)Nc2c(C)n(C)n(-c3ccccc3)c2=O)cc1	-6	i	i	i	i	i	i	i	i	i	i
CCOC(=O)C(NC(=O)NCc1cccc(C(F)(F)F)c1)(OCC)C(F)(F)F (configuration not stated)	-1	i	i	i	i	i	i	i	i	i	i
O=C(NCC(=O)N(CC1CCCO1)C1(C(=O)NC2CCCCC2)CCCCC1)c1ccccc1 (configuration not stated)	-6	i	i	i	i	i	i	i	i	i	i
Cc1cccc(NC(=O)C23CCC(C)(/C(=N/O)C2)C3(C)C)c1 (configuration not stated)	-7	i	i	i	i	i	i	i	i	i	i
Cc1cccc(C)c1N(CC(=O)NCc1ccc(F)cc1)C(=O)c1csnn1	-8	i	i	i	i	i	i	i	i	i	i
O=S(=O)(c1ccc(Br)cc1)N1CCN=C1SCc1cccnc1	-11	i	i	i	i	i	i	i	i	i	i
COc1ccccc1C(N)=S	-5	i	i	i	i	i	i	i	i	i	i
Cn1c(=O)oc2cc(S(=O)(=O)NC3CCCCCCC3)ccc21	-5	i	i	i	i	i	i	i	i	i	i
Cc1ccc2c(c1)C(c1ccccc1)N(C(=O)c1ccc(Br)cc1)CC(=O)N2 (configuration not stated)	-10	i	i	i	i	i	i	i	i	i	i
Cc1c(C(=O)NCC2CCCO2)cccc1[N+](=O)[O-] (configuration not stated)	-8	i	i	i	i	i	i	i	i	i	i
CCN1CCN(CCC2Oc3cc([N+](=O)[O-])ccc3NC2=O)CC1 (configuration not stated)	-2	i	i	i	i	i	i	i	i	i	i
COC1CCCCC1NS(=O)(=O)c1ccccc1 (configuration not stated)	-5	i	i	i	i	i	i	i	i	i	i
CCOC(=O)c1sc(=NC(=O)/C=C/c2ccccc2)n(C)c1C	-10	i	i	12*	i	i	i	i	i	i	i
c1ccc(Cc2nnc3sc(-c4ccc5c(c4)OCCO5)nn23)cc1	-11	i	i	i	i	i	i	i	i	i	i
COC(=O)C1CN(S(=O)(=O)c2ccc(C)cc2)CCN1S(=O)(=O)c1ccc(C)cc1 (configuration not stated)	-3	i	i	i	i	i	i	i	i	i	i
CCOc1ccc(-n2c(N)c(C(=O)NCC3CCCO3)sc2=S)cc1 (configuration not stated)	-10	i	i	i	i	i	i	i	i	i	i
Cc1ccccc1C(=O)Nc1ccc(S(=O)(=O)N2CCOCC2)cc1	-3	i	i	i	i	i	i	i	i	i	i
O=C(c1cnn(C(=O)c2cccc(S(=O)(=O)N3CCOCC3)c2)c1)c1ccccc1O	-4	i	i	i	i	i	i	i	i	i	i
CC(C)(CNc1ccc([N+](=O)[O-])cc1Cl)N1CCOCC1	-3	i	i	i	i	i	i	i	i	i	i
CCCCn1c(CN2CCN(C(=O)OCC)CC2)nc2c1c(=O)[nH]c(=O)n2C	-13	i	i	i	i	i	i	i	i	i	i
CC(=O)CCc1ccccc1	.	i	i	.	.	i	.	.	i	i	.
CNC(=O)NC(=O)C(C)N1CCN(C/C=C/c2ccccc2)CC1 (configuration not stated)	3	i	i	i	i	i	i	i	i	i	i
Cc1sc2ncnc(N3CCC(C(=O)N(C)CC(=O)Nc4ccc(Cl)c(C(F)(F)F)c4)CC3)c2c1C	-14	i	i	9*	i	i	i	i	i	i	i
CS(=O)(=O)Cc1cccc(C(=O)NN(c2ccccc2)c2ccccc2)c1	-5	i	i	i	i	i	i	i	i	i	i
Cc1c(O)ccc(-c2[nH]ncc2-c2nc3ccccc3s2)c1O	-6	i	i	i	i	i	i	i	i	i	i
O=C(COc1ncnc2ccc(Br)cc12)NCc1ccco1	-5	i	i	i	i	i	i	i	i	i	i

Structures shown so far that contain a furan ring, fused or not, in the order listed:
SMILES	hERG protect	MrgX1 PAM	KCNK3 inh	KCNQ1 inh	KCNK9 inh	TMEM16A inh	RGS4 inh	RGS4 act	MrgX1 ag	TMEM16A act	KCNQ1 pot
O=C(/C=C/c1ccco1)NC(=S)Nc1cc(C(F)(F)F)ccc1N1CCOCC1	-2	i	i	i	i	i	i	i	i	i	i
O=C(COc1ncnc2ccc(Br)cc12)NCc1ccco1	-5	i	i	i	i	i	i	i	i	i	i

Carrying on:
SMILES	hERG protect	MrgX1 PAM	KCNK3 inh	KCNQ1 inh	KCNK9 inh	TMEM16A inh	RGS4 inh	RGS4 act	MrgX1 ag	TMEM16A act	KCNQ1 pot
CC1CCCCC1NCC(=O)Nc1ccccc1-c1ccccc1 (configuration not stated)	.	i	i	.	.	i	.	.	i	i	.
COc1ccc2oc(=O)c(C(C)=O)cc2c1	1	i	i	i	i	i	i	i	i	i	i
NNC(=O)CCc1nc2ccc(O)cc2[nH]1	-10	i	i	i	i	i	i	i	i	i	i
C[C@H](NC(=O)c1nc[nH]c1C(=O)N[C@@H](Cc1ccccc1)C(=O)OCc1ccccc1)c1ccccc1	-16	i	i	i	i	i	i	i	i	i	i
O=C1OC(Nc2nc(-c3ccc(F)cc3)cs2)c2ccccc21 (configuration not stated)	-6	i	i	i	i	i	i	i	i	i	i
CCOc1ccc(NC(=O)CSc2nncn2C)cc1	-4	i	i	i	i	i	i	i	i	i	i
Cc1cc(S(=O)(=O)N2CCN=C2c2ccccc2)c(C)cc1Cl	-15	i	i	i	i	i	i	i	i	i	i
O=C(NCc1ccccc1Cl)c1ccc2nnsc2c1	-7	i	i	i	i	i	i	i	i	i	i
O=C(N1CCN(c2cccc(Cl)c2)CC1)C1(c2cccs2)CCOCC1	-8	i	i	i	i	i	i	i	i	i	i
Cc1nc2ccc(NC(=O)c3ccc(Br)o3)cc2s1	-15	i	i	i	i	i	i	i	i	i	i
COc1cccc(N2C(=O)CC(N3CCC(C(N)=O)(N4CCCCC4)CC3)C2=O)c1 (configuration not stated)	-5	i	i	i	i	i	i	i	i	i	i
CCc1nc2n(n1)C(O)c1cc([N+](=O)[O-])ccc1S2 (configuration not stated)	-4	i	i	i	i	i	i	i	i	i	i
CCN(CC(=O)N1CCN(c2ccccc2)CC1)S(=O)(=O)c1ccc(C)cc1	-3	i	i	i	i	i	i	i	i	i	i
c1cn(CCCNC2CCCCCCC2)cn1	-3	i	i	i	i	i	i	i	i	i	i
Cc1nn(C)c(C)c1/C=N/N=C1\CCC2C3CCc4cc(O)ccc4C3CCC12C (configuration not stated)	2	i	i	i	i	i	i	i	i	i	i
Cc1nnc2n(Cc3ccccc3)c(=O)c3c4c(sc3n12)COC(C(C)C)C4 (configuration not stated)	-13	i	i	i	i	i	i	i	i	i	i
CC1(C)Cc2c(C#N)c(SCc3nc4ccccc4[nH]3)nc(N3CCOCC3)c2CO1	-10	i	i	i	i	i	i	i	i	i	i
Cc1cc(C)cc(NC(=O)C2CCCN2S(=O)(=O)c2cccc3cccnc23)c1 (configuration not stated)	-8	i	i	i	i	i	i	i	i	i	i
NC(=S)NNC(=O)c1ccccc1Cl	-3	i	i	i	i	i	i	i	i	i	i
Cc1ccc(NC(=O)N2CCC(NC(=O)c3ccco3)CC2)cc1	-9	i	i	i	i	i	i	i	i	i	i

KCNQ1 inh, entries above that show a hit.
mol	KCNK3 inh	KCNQ1 inh	KCNK9 inh	RGS4 inh	MrgX1 ag	TMEM16A act	KCNQ1 pot
CCOC(=O)c1sc(=NC(=O)/C=C/c2ccccc2)n(C)c1C	i	12*	i	i	i	i	i
Cc1sc2ncnc(N3CCC(C(=O)N(C)CC(=O)Nc4ccc(Cl)c(C(F)(F)F)c4)CC3)c2c1C	i	9*	i	i	i	i	i

Hits appear at their usual frequency. About 6.3% of those tested had a hit in this group.
